# FEN1 inhibitor: inhibitors of human flap endonuclease 1; Recombinant FEN1 flap cleavage, fluorescence, 15 min; Potency, µM (series often up to 114 µM), without a hit: top-dose activity change, negative = inhibition, actives largely listed as inhibitors; actives 0.35% (n = 390,000); also: nearly all actives have a fitted effect of over 65% in size
# Target sequence (P39748 whole entry, looked up): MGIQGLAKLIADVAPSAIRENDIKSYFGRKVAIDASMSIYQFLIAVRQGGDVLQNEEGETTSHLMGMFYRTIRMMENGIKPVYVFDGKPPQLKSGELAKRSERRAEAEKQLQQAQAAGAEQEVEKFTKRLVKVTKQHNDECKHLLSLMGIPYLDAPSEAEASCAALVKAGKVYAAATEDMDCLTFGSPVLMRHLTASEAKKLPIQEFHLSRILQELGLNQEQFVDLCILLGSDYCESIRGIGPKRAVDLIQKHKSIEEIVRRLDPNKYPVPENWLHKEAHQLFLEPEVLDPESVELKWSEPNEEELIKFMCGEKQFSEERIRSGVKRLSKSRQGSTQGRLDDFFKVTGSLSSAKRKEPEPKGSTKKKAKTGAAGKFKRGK
#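 With each library titrated from low to high concentration, compounds met 10 nM FEN1 for 15 min at room temperature before 50 nM substrate was added; readings at 0 and 15 min fed four-parameter Hill curve fits.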
# N370S GC: inhibits or activates N370S mutant glucocerebrosidase; P04062; N370S GC spleen homogenate, 4MU-glucoside fluorescence; Potency, µM (top dose mostly 59.4 µM), for inactives: top-dose activity change, negative = inhibition, actives largely listed as inhibitors; actives 0.092% (n = 330,000);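 also: 0% = full enzyme activity and -100% = no enzyme basal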
# TDP1 cell CPT: growth inhibition of DT40 Tdp1-/-;hTDP1 cells with camptothecin (screen for TDP1 inhibitors) | chicken DT40 Tdp1-/-;hTDP1 cells + 20 nM CPT, ATP luminescence, 48 h | actives 12% (n = 420,000) | Potency, µM (series often up to 46.2 µM), inactives show at the top dose activity change, negative = growth inhibition, usual class: inhibitors; also: nearly all actives have a fitted effect of over 55% in size
#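 Chicken DT40 Tdp1-/- cells complemented with human TDP1, 400 cells/well, exposed to compounds plus 20 nM camptothecin for at least 48 h at 37 C; viability read as ATP content by CellTiter-Glo luminescence.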
# An asterisk follows results filed as active; ? = inconclusive; nt = no result given; & = joins results of further samples. Calls follow the shape of the dose curve; as a rule, active = well fitted curve in the direction sought with a large enough effect; inconclusive = small, poorly fitted or top-dose-only effect, or another doubt; inactive = no such curve, though single readings can be large; an effect the other way counts as inactive or inconclusive. Unless noted, % is scaled to controls: 0 for no effect and ±100 for the full control effect; potency is read from the fitted curve at half-maximal effect. Only part of the results is shown, so the mix of outcomes need not match the whole.
SMILES,FEN1 inhibitor,N370S GC,TDP1 cell CPT
COc1ccc(Cc2nnc(NC(=O)c3ccc(Cl)c([N+](=O)[O-])c3)s2)cc1,-2.6%,3.5%,-13.3%
CCc1cc2c(NCC(=O)O)ncnc2s1,-5.1%,5.4%,-3.0%
COC(=O)c1cccc(S(=O)(=O)N(Cc2ccco2)Cc2cc3ccc(OC)cc3[nH]c2=O)c1,-0.6%,-11.0%,?
CC(=O)C1C(c2ccc(Cl)cc2)NC(=O)NC1(O)C(F)(F)F (stereo unspecified),15.4%,1.7%,13.5%
O=C(O)C1CC2C3CC(C(=O)O)C(C3)C2C1 (stereo unspecified),4.8%,nt,-2.4%
O=C(Nc1ccc(F)cc1F)N1CCCN(c2ccc([N+](=O)[O-])cn2)CC1,6.1%,4.9%,-2.1%
Cc1ccc(N2CCN(C(=O)c3cc(COc4c(C)cccc4C)on3)CC2)c(C)c1,-19.6%,-1.4%,?
Cc1cc(C)cc(N(CC(=O)N2CCc3ccccc32)S(=O)(=O)c2c(C)noc2C)c1,8.0%,-2.0%,?
CCCNC(=O)C1CCN(S(=O)(=O)c2ccc3nc4c(c(C(=O)O)c3c2)CCCCC4)CC1,22.0%,-5.4%,-5.0%
CCOC(=O)N1CCN(C(=O)c2ccccc2NC(=O)COc2ccccc2C)CC1,-9.9%,1.4%,?
O=C(CCNC(=O)c1ccccc1Cl)Nc1nc(-c2ccc(F)cc2)cs1,-11.3%,-25.2%,?
Cc1noc(C)c1C(=O)Nc1nc(-c2ccc(F)cc2)cs1,11.0%,nt,-12.7%
CCOC(=O)CSc1nnc(-c2ccc(S(=O)(=O)NCc3cccs3)cc2)o1,10.1%,nt,2.5%
CCOC(=O)c1c(C)[nH]c(C)c1S(=O)(=O)N(C)CC(=O)Nc1cc(Cl)ccc1C,-1.2%,nt,?
CCOC(=O)N1CCN(C(=O)Cn2ccc3c(OC)cccc3c2=O)CC1,14.8%,-6.3%,-29.4%

# Some of the entries above, reformatted:
SMILES	FEN1 inhibitor	N370S GC	TDP1 cell CPT
COC(=O)c1cccc(S(=O)(=O)N(Cc2ccco2)Cc2cc3ccc(OC)cc3[nH]c2=O)c1	-0.6%	-11.0%	?
CC(=O)C1C(c2ccc(Cl)cc2)NC(=O)NC1(O)C(F)(F)F (stereo unspecified)	15.4%	1.7%	13.5%

# Of the compounds above, 3 contain an aryl methoxy group:
SMILES,FEN1 inhibitor,N370S GC,TDP1 cell CPT
COc1ccc(Cc2nnc(NC(=O)c3ccc(Cl)c([N+](=O)[O-])c3)s2)cc1,-2.6%,3.5%,-13.3%
COC(=O)c1cccc(S(=O)(=O)N(Cc2ccco2)Cc2cc3ccc(OC)cc3[nH]c2=O)c1,-0.6%,-11.0%,?
CCOC(=O)N1CCN(C(=O)Cn2ccc3c(OC)cccc3c2=O)CC1,14.8%,-6.3%,-29.4%

# The list goes on.
SMILES,FEN1 inhibitor,N370S GC,TDP1 cell CPT
Cc1cc(Cl)ccc1NC(=O)C1CCCN(c2nnc(C)c3c(C)n(-c4ccccc4)nc23)C1 (stereo unspecified),1.8%,nt,5.6%
O=C(CSc1nc2ccccc2nc1Cc1ccc(Cl)cc1)N1CCN(c2ccccc2F)CC1,11.0%,nt,16.4µM*
CCOC(=O)c1ccccc1NC(=O)CN(c1ccccc1OC)S(=O)(=O)c1ccc(C)cc1,7.7%,nt,?
Cc1cc2cc(CCNS(C)(=O)=O)c(=O)[nH]c2cc1C,-0.5%,1.8%,0.4%
Cc1cc(C)n(Cc2ccc(C(=O)O)cc2)n1,-0.8%,4.0%,2.3%
COc1ccccc1/C=C/CN1CC(C)OC(C)C1 (stereo unspecified),-5.0%,-3.9%,-9.4%
Cc1ccc(S(=O)(=O)N2CCC(Oc3ccc(-n4cnnn4)cc3)CC2)cc1,13.3%&-10.5%,0.6%,-15.3%&-3.2%
CP(=O)(COC(=O)c1ccccc1)COC(=O)c1ccccc1,-0.1%,3.1%,3.7%
COC(=O)c1[nH]c2ccccc2c1NC(=O)c1ccccc1[N+](=O)[O-],-7.6%,-23.7%,2.9%
Cc1ccc(NC(=O)CCCn2nc(C)c3sc4ccccc4c3c2=O)c(Cl)c1,-13.4%,nt,7.9%
CCOc1ccc(NC(=O)c2c3c(nc4ccccc24)CCC3)cc1,1.4%,4.2%,-7.2%
Nc1cc(C(=O)OCC(=O)N2CCC(Cc3ccccc3)CC2)ccc1Cl,-0.6%,nt,-26.3%
Cn1c(-c2c(N)n(CCCc3ccccc3)c3nc4ccccc4nc23)nc2ccccc21,?,8.0%,?
Cc1cc(N/C=C2\CCCCC2=O)no1,8.9%,0.0%,-19.2%
CCCC(=O)n1nc(-c2cccnc2)nc1N,5.8%,0.8%,-3.4%
c1ccc(-c2ccc(CN3CCSCC3)cc2)cc1,-19.1%,?,?
Cc1cc(OCCN2CCCCCC2)ccc1[N+](=O)[O-],-2.0%,2.8%,-4.1%
CSC(=NC#N)N1CCN(c2ccccc2)CC1,6.0%,-1.5%,1.9%
CCn1cc2nc(SCc3ccccc3F)n(Cc3ccc(C)cc3)c(=O)c2n1,-9.6%,nt,20.6µM*
COc1ccc(CCN2CC(C(=O)OC(C)C(=O)Nc3ccc(NC(C)=O)cc3)CC2=O)cc1OC (stereo unspecified),0.0%,nt,0.9%
CCCCOc1ccc(CNC(=O)c2cnc3sc(N4CCCC4)nn3c2=O)cc1,15.6%,nt,?
Cc1cccc(NC(=O)CCNS(=O)(=O)c2ccc3c(c2)CCN3C(=O)C2CC2)c1,8.3%,nt,18.4µM*
CCC(CCC(=O)NNC(=O)Cc1ccc([N+](=O)[O-])cc1)C(=O)O (stereo unspecified),-4.2%,-11.3%,3.6%
CN(C)/C=C/C(=O)c1nn(-c2ccc(F)cc2)ccc1=O,5.7%,-20.4%,-2.1%
Nc1ccccc1C(=O)N1O[C@@H]2C=C[C@H]1CC2,0.5%,nt,-3.4%
COc1ccc(C2C3=C(OC(C)=O)c4ccccc4C3=Nc3c2c(=O)n(C)c(=O)n3C)cc1 (stereo unspecified),2.4%,8.3%&-1.3%,-17.3%
COc1ccc(CCNC(=O)COC(=O)c2cccs2)cc1,-3.1%,9.3%,-3.9%
CSCCC(NC(=O)COc1ccccc1)C(=O)O (stereo unspecified),-1.2%,2.2%,-6.5%
O=C(COc1ccc(S(=O)(=O)N2CCOCC2)cc1)Nc1ccccc1F,3.6%,-21.1%,-6.2%
CN(C)c1cccc2c1c(NC(=O)c1ccc(F)cc1)nn2C,14.9%,1.8%,?

# An excerpt from above in order of SMILES length, ascending.
SMILES,FEN1 inhibitor,N370S GC,TDP1 cell CPT
COc1ccc(CCNC(=O)COC(=O)c2cccs2)cc1,-3.1%,9.3%,-3.9%
CCCCOc1ccc(CNC(=O)c2cnc3sc(N4CCCC4)nn3c2=O)cc1,15.6%,nt,?
CCC(CCC(=O)NNC(=O)Cc1ccc([N+](=O)[O-])cc1)C(=O)O (stereo unspecified),-4.2%,-11.3%,3.6%

# (continued)
SMILES,FEN1 inhibitor,N370S GC,TDP1 cell CPT
Cc1nnc(NC(=O)c2cc(S(=O)(=O)N3CCCCC3)ccc2Cl)s1,0.2%,-16.4%,-9.2%
O=C(c1cccc2ccccc12)N1CCN(c2ccc([N+](=O)[O-])c(NCc3ccco3)c2)CC1,-0.6%,-10.4%,-28.6%
CCCCC(=O)NC(=S)Nc1ccc(S(=O)(=O)N2CCCC2)cc1,8.2%,-1.5%,-20.5%
N=c1c(C(=O)NCCN2CCOCC2)cc2c(=O)n3ccccc3nc2n1Cc1ccc(F)cc1,-9.8%,4.1%,?
Cc1c(C2CCN(CCc3ccccc3)CC2)noc1-c1ccc(Cl)cc1,nt,-19.4%&-18.2%,11.6µM*
CN(CCCn1cnc2c(OCc3ccccc3)ncnc21)CCc1ccccn1,-9.5%,nt,-0.4%
CCOC(=O)c1ccc(NC(=O)N2CCN(C3CCCCC3)CC2)cc1,-2.0%,2.2%,-8.9%
O=C(CCCC(=O)NC1CCCC1)NC1CCCC1,-5.3%,2.4%,-7.9%
O=C(Nc1ccc2oc(-c3ccncc3)nc2c1)c1ccc2c(c1)OCO2,?,8.9%,-2.3%
CCN1C[C@@H]2[C@@H]3C(=O)N(C)C(=O)[C@@H]3[C@](C)(C1=O)N2C(=O)c1ccc(C)cc1,20.8%,nt,5.5%
Fc1ccc(NCc2cccnc2)cc1F,7.9%,-1.5%,-23.6%
CC(C)C(=O)Nc1cccnc1,-5.0%,-1.9%,36.6%
N#Cc1c(NC(=O)CCC(=O)O)sc2c1CCCCC2,0.2%,-0.1%,13.4%
COCC(=O)Nc1nc(-c2ccc(-c3ccccc3)cc2)cs1,4.3%,-29.7%,?
CC(C)C[C@H](NC(=O)c1nc[nH]c1C(=O)N1CCC(C)CC1)C(=O)OCc1ccccc1,4.7%,6.1%,?
CC(C)NCc1nnc(-c2ccc(Cl)cc2)o1,-9.1%,-5.0%,-5.6%
Cc1cc(C)n(CCOc2nonc2N)n1,-3.6%,1.5%,-29.8%
O=C(CN1CCC(Cc2ccccc2)CC1)Nc1ccc2c(c1)OCCO2,-22.1%,-8.8%,-21.6%
CC1(C)Cc2c(sc3nc(NCCN4CCOCC4)n4ncnc4c23)CO1,-4.0%,-0.4%,-22.1%
O=C(CCC(=O)N1CCOc2ccccc21)N1CCN(c2ccccc2)CC1,-17.1%,5.3%,?
O=C(O)CCN1C(=O)CC2(CCCCC2)C1=O,0.1%,-1.0%,-4.2%
O=C(NNS(=O)(=O)c1ccc(Br)cc1)NC1CCCCC1,1.9%,9.6%,-22.3%
COCc1cc(C)nc(N2CCN(c3ccccc3)CC2)c1C#N,-21.7%,3.1%,?
COC(=O)c1cc(C#N)c(Oc2ccc(F)cc2)nc1C,-2.6%,14.5%,23.2%
CCOC(=O)Cc1csc(NC(=O)CCC(=O)O)n1,2.7%,8.7%,-5.2%
COc1ccc(-n2c(SCC3CNC(=O)O3)nnc2-c2ccc(Cl)cc2)cc1 (stereo unspecified),-3.1%,-1.8%,-11.2%
O=C(c1cccc(C(F)(F)F)c1)c1c[nH]c(C(=O)NCC2CCCO2)c1 (stereo unspecified),0.1%,1.0%,-19.7%
CC(C)C[C@@H](CN)NC(=O)c1nc[nH]c1C(=O)N[C@@H](C)C(=O)CNC[C@H](C)NC(=O)c1nc[nH]c1C(=O)N[C@@H](CC(=O)O)C(=O)O,-0.1%,nt,0.2%
Cc1ccc(-n2ncc3c(N4CCN(C)CC4)ncnc32)cc1Cl,19.6%,nt,?
CC1CCC/C(=N\NC(=O)c2ccncc2)C1 (stereo unspecified),-2.4%,15.0%,5.1%
Cc1cc(OCC(=O)O/N=C(\N)Cc2cccs2)ccc1Br,-6.7%,-0.3%,-27.0%
O=C(CCN1C(=O)COc2ccccc21)NCCN1CCOCC1,29.9%,-8.0%,-24.1%
O=C(Nc1ccccc1)C(=O)c1cn(CC(=O)N2CCCCC2)c2ccccc12,-0.9%,11.1%,-23.1%
O=C(Cn1c(=O)nc(-c2ccccc2)c2ccccc21)NCCc1ccc(Cl)cc1,-2.0%,nt,-6.5%
CC(C)C(=O)Nc1c2c(nc3c1CCC3)CCCC2,-7.8%,2.0%,4.9%
Cc1ccccc1-c1ccc(=O)n(CC(=O)Nc2ccc(C(=O)N3CCCC3)cc2)n1,-3.9%,12.0%,-14.3%
COCCOC(=O)C1=C(C)NC(=O)NC1C1CC=CCC1 (stereo unspecified),10.8%,5.6%,0.8%
CCOC(=O)c1cccc(NC(=O)c2ccc3snnc3c2)c1,12.3%,nt,?
COc1ccccc1-c1nc2s/c(=C\c3cccs3)c(=O)n2n1,-4.0%,-4.6%,-23.0%
CN(C)C(=O)c1ccc(-c2ccc3ncnc(NCc4cccnc4)c3c2)cc1,nt,13.1%,-9.0%
COc1ccc(N(CC(=O)N/N=C/c2ccc(-c3ccc([N+](=O)[O-])cc3)o2)S(=O)(=O)c2ccc(C)cc2)cc1Cl,-8.1%,2.9%,-26.1%
CC(c1ccc(N(C)C)cc1)c1ccnc2ccccc12 (stereo unspecified),-19.7%,nt,?
Cc1ccc(N/C(N)=N/c2nc(C)cc(N3CCCCC3)n2)c(C)c1,-3.7%,-9.1%,2.31µM*
O=C(NCCc1c[nH]c2ccccc12)C(=O)NCC1OCCCN1S(=O)(=O)c1cccs1 (stereo unspecified),-5.5%,-6.1%,-22.9%
Nc1ccc(C(=O)OCC(=O)Nc2cc([N+](=O)[O-])ccc2F)cc1,-20.6%,4.3%,-8.7%
COC(=O)c1cccc(NC(=O)C23CC4CC(C2)CC(n2cncn2)(C4)C3)c1,7.6%,6.5%,13.8%
O=C(OCn1nnc2ccccc2c1=O)c1cccc(S(=O)(=O)N2CCOCC2)c1,-4.0%,nt,-19.9%
COc1ccc(OC)c(NC(=O)Cn2c(CCC(=O)O)ccc2-c2ccc(C)cc2)c1,8.2%,8.1%,-5.3%
O=C1C=C(NC2CC2)C2(CCCCC2)O1,-3.4%,-0.5%,-12.8%
CCN(CC)C(=O)CCCSc1nnc(Nc2ccccc2F)s1,13.2%,-5.1%,-0.7%
COc1cccc(N(CC(=O)Nc2ccccc2C)S(C)(=O)=O)c1,9.6%,3.4%,4.7%
CCOC(=O)N1CCN(Cc2cc(=O)oc3ccc4ccccc4c23)CC1,0.7%,13.9%,23.1µM*

# Source: PubChem (National Center for Advancing Translational Sciences (NCATS))
